B2AR arrestin – recruits beta-arrestin to the human beta2-adrenergic receptor; P07550; beta-arrestin recruitment to beta2AR, cell-based reporter; actives 0.02% (n = 330,000); Potency, µM (top dose mostly 46.1 µM), inactives show top-dose activation, hits mostly activators;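 further: potency means the concentration at half of the fitted maximal effect; 0% = DMSO controls and full agonism = EC100 isoproterenol or metaproterenol; nearly all actives have a fitted effect of over 65% in size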
Target sequence (P07550 whole entry, looked up): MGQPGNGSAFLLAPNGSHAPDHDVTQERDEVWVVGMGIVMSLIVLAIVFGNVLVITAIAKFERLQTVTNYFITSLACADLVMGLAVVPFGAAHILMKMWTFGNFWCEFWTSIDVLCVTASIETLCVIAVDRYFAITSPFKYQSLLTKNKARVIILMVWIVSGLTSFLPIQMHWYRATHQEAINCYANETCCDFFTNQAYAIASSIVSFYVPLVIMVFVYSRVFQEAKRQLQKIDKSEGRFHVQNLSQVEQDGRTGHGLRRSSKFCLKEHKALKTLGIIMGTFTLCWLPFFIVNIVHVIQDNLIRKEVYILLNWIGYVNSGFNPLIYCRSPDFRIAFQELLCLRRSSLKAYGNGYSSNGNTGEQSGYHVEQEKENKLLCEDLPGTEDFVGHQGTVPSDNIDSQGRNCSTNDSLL
USP2a block – blocks human ubiquitin-specific protease USP2a | USP2 core, Ub-CHOP2 coupled fluorogenic reporter, 485/531 | Potency, µM (titrated, usually from 38.3 µM), without a hit: top-dose activity change, negative = inhibition, most hits filed as inhibitors | actives 0.01% (n = 330,000);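 further: potency means the concentration at half of the fitted maximal effect; plate controls were DMSO wells for no effect and full inhibition by NEM control for full effect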
Target sequence (O75604 whole entry, looked up): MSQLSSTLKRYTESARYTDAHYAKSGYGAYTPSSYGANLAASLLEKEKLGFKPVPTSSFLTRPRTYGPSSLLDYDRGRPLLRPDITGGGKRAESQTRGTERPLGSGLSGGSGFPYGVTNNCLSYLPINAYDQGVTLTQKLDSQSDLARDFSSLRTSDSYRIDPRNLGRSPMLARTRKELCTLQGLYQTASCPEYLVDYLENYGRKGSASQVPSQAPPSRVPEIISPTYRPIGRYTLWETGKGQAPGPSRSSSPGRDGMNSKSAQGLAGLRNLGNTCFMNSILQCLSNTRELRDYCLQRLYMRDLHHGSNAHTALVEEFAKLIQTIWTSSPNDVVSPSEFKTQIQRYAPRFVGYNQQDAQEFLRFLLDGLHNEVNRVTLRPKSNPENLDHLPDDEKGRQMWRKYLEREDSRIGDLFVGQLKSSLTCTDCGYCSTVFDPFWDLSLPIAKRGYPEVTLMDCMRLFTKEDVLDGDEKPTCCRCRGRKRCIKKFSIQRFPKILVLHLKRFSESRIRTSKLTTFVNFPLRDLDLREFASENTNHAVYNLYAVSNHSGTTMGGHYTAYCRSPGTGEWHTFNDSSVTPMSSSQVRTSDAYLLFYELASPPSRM
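USP2 core (10nM final) preincubated 30min RT with compound in 20mM Tris-HCl pH 8.0, 2mM CaCl2, 2mM beta-mercaptoethanol, 0.05% CHAPS; 25nM Ub-CHOP2 plus 25nM reporter substrate added, fluorescence (Ex485/Em531) read after 60min.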
Eya2 phos inh – inhibitors of human Eya2 phosphatase activity; recombinant Eya2, OMFP fluorescence dephosphorylation (OMFP is methylfluorescein phosphate); Potency, µM (highest dose often 76.9 µM), inactives show at the highest dose activity, negative = inhibition, actives largely listed as inhibitors; actives 0.006% (n = 330,000); AID 488837; O00167; further: potency means the concentration at half of the fitted maximal effect
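Eya2 (0.2 uM) preincubated 10 min at ambient with compound, then OMFP substrate added at 50 uM; 10 min reaction in 50 mM HEPES pH 7.5, 50 mM NaCl, 5 uM MgCl2, 0.05% BSA, 1 mM DTT. Fluorescence read at Ex 485/Em 525 nm.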
GALK inh – blocks human galactokinase activity. P51570. Purified GALK, Kinase-Glo residual ATP luminescence. Potency, µM (highest dose often 57.5 µM), for the others: at the highest dose activity change, negative = inhibition, usual class: inhibitors. actives 0.007% (n = 270,000). AID 1868; further: potency means the concentration at half of the fitted maximal effect
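The enzyme phosphorylates galactose (100 uM) using ATP (35 uM); inhibition is detected as higher residual ATP, quantified by bioluminescence after 1 h reaction at room temperature, pH 8.0.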
KCNH2 3.1 block – inhibitors of human KCNH2 3.1 potassium channel isoform. U2OS KCNH2 3.1, thallium flux FluxOr; hits give low values. activity change, % (tested at about 1.8 µM). actives 0.95% (n = 340,000). AID 720553;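 active means maximum activity change below -70%; inconclusive means maximum activity change from -70% to -50%; inactive means maximum activity change above -50%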;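 further: thallium influx rate constant from kinetic fluorescence after stimulation buffer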
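Steps: virus added to U2OS suspension (4 h, RT, dark); medium with 10% FBS added, cells plated, 37 C overnight; FluxOr/Red40 loading buffer 45 min RT; stimulation buffer, 2 min kinetic read; rate constant normalized.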
hERG WT inh – inhibitors of human wildtype KCNH2 potassium channel; U2OS, BacMam KCNH2, thallium flux FluxOr; hits give low values; Q12809; activity change, % at 1.84 µM; actives 0.37% (n = 340,000);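 active means maximum activity change below -70%; inconclusive means maximum activity change between -70% and -50%; inactive means maximum activity change above -50%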
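U2OS cells transduced with wild-type KCNH2 virus are loaded with FluxOr dye for 45 min, and thallium flux is measured in kinetic reads before and after stimulation buffer. Rate constants are normalized to DMSO controls.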
Chronic BCR inh – chronic active BCR signaling inhibition; actives 0.05% (n = 340,000); ABC-DLBCL IkBa-CBG/CBR reporter, luminescence ratio, 4 h; Potency, µM (top dose mostly 46.1 µM), without a hit: top-dose ratio change, negative = lower green/red ratio, usual class: inhibitors; AID 493014; active means well fitted inhibition curve with a large enough effect in the signal ratio, with a control signal flat, not every such curve was filed as active; inconclusive means small, poorly fitted or top-dose-only effect, or effect the other way, or a change in a side signal; the % refers to the signal ratio;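 further: potency means the concentration at half of the fitted maximal effect; plate controls were basal doxycycline-induced cells for no effect and cells given 10 µM MG132 for full effect; MG132 reads +100%, hits lower the ratio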
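TMD8 human ABC-DLBCL cells with doxycycline-inducible IκBα–green luciferase fusion and unfused red luciferase, in 0.5% FBS medium; compounds up to 46 uM, 4 h at 37C. Green/red luminescence ratio, filter-overlap corrected, fitted to concentration-response curves.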
uPA generation – blocks generation of uPA at the cell surface; cell surface uPA generation assay, qHTS; Potency, µM (top dose mostly 38.3 µM), inactives show top-dose activity change, negative = inhibition, actives largely listed as inhibitors; actives 0.31% (n = 330,000); AID 540303; active means well fitted inhibition curve with a large enough effect; inconclusive means small, poorly fitted or top-dose-only effect; inactive means no such curve, though single readings can be large or run the other way; tested in mouse RAW 264.7 cells; further: potency means the concentration at half of the fitted maximal effect; nearly all actives have a fitted effect of over 55% in size
Giardia kill – kills Giardia lamblia. activity change, % at 7.66 µM, hits read low. actives 0.15% (n = 340,000). Giardia lamblia trophozoite viability. AID 540267; in the data active means activity change below about -80%; inconclusive means between about -30% and that limit;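 further: parasites exposed to compound for two days anaerobically before the ATP read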
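Giardia trophozoites, 100 cells per well, were exposed to compounds for 48 hrs at 37 deg C under anaerobic conditions; viability was then read as ATP content by bioluminescence after 15-30 min at room temperature.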
FBPA coupling cs – inhibits coupling enzyme system, counter-screen for aldolase hits; coupling enzyme system counterscreen, AmpLite Red fluorescence; activity change, negative = inhibition, % at 58.2 µM, hits read low; actives 0.67% (n = 290,000); in the data active means activity change below about -30%
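Coupling enzymes only (glyceraldehyde-3-phosphate) + compound, at 57.5 uM final, 10 min RT; add substrate/coupling/AmpLite Red mix, 20 min RT; fluorescence ex 525/em 598 nm. Actives flag coupling-system interference.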
PKM2 act – increases activity of human pyruvate kinase M2. Potency, µM (doses to about 57.5 µM), for the others: at the highest dose activation, hits mostly activators. actives 0.34% (n = 260,000). purified PKM2, Kinase-Glo ATP luminescence, activation; response scale: 0% is enzyme alone, no compound; further: potency means the concentration at half of the fitted maximal effect; nearly all actives have a fitted effect of over 55% in size
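hPK-M2, >95% pure; 0.1 mM ADP / 0.5 mM PEP final; imidazole pH7.2 buffer w/ 7 mM MgCl2, 50 mM KCl; 1 h RT; Kinase-Glo lum. Intermediate enzyme activity for dual inhibitor/activator qHTS.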
Starred values were filed as active, the others as inactive; ? = inconclusive; nt = not tested or not shown; [ ] = dose if it differs, or a comment. Unless noted, the call rests on the fitted dose curve; in most records, active means well fitted curve in the direction sought with a large enough effect; inconclusive means small, poorly fitted or top-dose-only effect, or another doubt; inactive means no such curve, though single readings can be large; an effect the other way counts as inactive or inconclusive. Unless noted, on the % scale 0 is the no-effect control and ±100 the full control effect. The order is random; 2.4% or so of the library scored in one or more.

SMILES | B2AR arrestin | USP2a block | Eya2 phos inh | GALK inh | KCNH2 3.1 block | hERG WT inh | Chronic BCR inh | uPA generation | Giardia kill | FBPA coupling cs | PKM2 act
Cc1ccc(CN2C(=O)C(C)Nc3ncnc(N4CCOCC4)c32)cc1 (configuration not stated) | 0.2% | 1% | -23% | nt | 33 | 4 | -8% | -1% | 2 | nt | nt
Cc1cccc(C)c1NC(=O)C(=O)NCCc1c[nH]c2ccccc12 | 0.2% | 1% | -1% | -1% | 7 | 5 | 2% | -2% | -5 | 0 | 7%
CN(CC(=O)Nc1c(Cl)cccc1Cl)C(=O)c1ccc2ccccc2n1 | -0.3% | 1% | -25% | nt | -7 | -2 | 4% | -24% | -3 | nt | nt
O=C(O)c1cccc(Nc2c3ccccc3nc3ccccc23)c1 | 11% | 0% | 14% | 6% | 1 | -6 | ? | 8% | -3 | 1 | -4%[11.5 µM]
CCOc1ccccc1C1CC(c2ccc(Cl)cc2)Nc2nc(N)nn21 (configuration not stated) | 0.1% | -2% | -5% | 1% | -8 | 1 | -3% | -5% | 1 | 1 | 0%
Cc1cc(C)cc(NC(=O)c2ccc(NC(=O)C3C4CC5OC(=O)C3C5C4)cc2)c1 (configuration not stated) | -0.5% | 2% | -1% | 5% | 5 | -6 | 15% | -4% | 7 | 0 | 1%
Cc1ccnc(NS(=O)(=O)c2ccc(NC(=O)C3CCCCC3C(=O)O)cc2)n1 (configuration not stated) | -0.8% | 1% | -7% | -1% | 5 | 1 | -1% | 7% | -12 | 4 | 0%
Cc1cc(F)cc(C)c1Cn1cnc2c(cnn2C(C)(C)C)c1=O | -1.6% | -1% | -7% | nt | nt | nt | 0% | -3% | -22 | nt | nt
CSc1ccc(C2=CC(=O)C[C@H](c3ccc4c(c3)OCO4)C2)cc1 | -0.3% | 0% | 6% | nt | -9 | 7 | -6% | -4% | 0 | nt | nt
COC(=O)C1=C(C)C(c2ccc(OC)cc2)NC(=S)N1 (configuration not stated) | -0.1% | 3% | 2% | nt | 2 | 1 | 2% | -4% | 14 | -7 | 1%
CC(C)(C)NC(=S)NC(=O)C12CCC3CC(CC(C3)C1)C2 | -0.4% | -1% | -7% | -2% | -5 | 6 | ? | 1% | 3 | 2 | -4%
Cc1ccc(S(=O)(=O)Nc2ccc(F)cc2)cc1C(=O)N1CCOCC1 | -0.5% | 2% | 3% | nt | 7 | -6 | -7% | 1% | -7 | nt | nt
CCN(CC)S(=O)(=O)c1ccc(N2CC(C(=O)NCc3cccnc3)CC2=O)cc1 (configuration not stated) | -0.9% | -1% | -15% | 4% | -9 | 2 | 0% | -2% | 0 | 2 | 1%
O=C(c1ccc(=O)[nH]n1)N1CCN(S(=O)(=O)c2ccc(C(F)(F)F)cc2)CC1 | 0.1% | -1% | -2% | nt | 3 | -9 | -7% | 2% | -7 | nt | nt
COc1ccccc1-c1cc2nc(C)c(CCC(=O)NCc3ccco3)c(C)n2n1 | 0.1% | 0% | 1% | 0% | 11 | -5 | ? | -15% | 3 | -1 | 10%
CCN(Cc1ccccc1)C(=O)CSc1n[nH]c(N)n1 | 0.0% | -1% | 3% | 8% | 1 | -12 | 4% | -1% | 19 | -1 | -5%
O=C(CSc1nnnn1CCCO)Nc1ccc2c(c1)OCO2 | -0.2% | 0% | -8% | -2% | 1 | -8 | ? | -21% | 17 | 1 | 4%
O=c1cc(-c2ccccc2)c2cc(Cl)c(O)c(CN3CCOCC3)c2o1 | 0.8% | 2% | -1% | 2% | 8 | 3 | -10% | -3% | -26 | 5 | 1%
O=S1(=O)N=C(N2CCN(Cc3ccc4c(c3)OCO4)CC2)c2ccccc21 | -0.5% | -2% | 8% | 1% | -6 | -2 | 4% | 5% | -6 | 5 | -1%
O=C(CSc1ccc(Cl)cc1Cl)N1CCC(c2nc3ccccc3s2)CC1 | 0.4% | 4% | ? | -5% | -6 | -3 | 5% | 5% | -7 | 1 | 2%
CC(=O)c1cnc2c(-c3ccc(Cl)cc3)cnn2c1C | 0.1% | -1% | -4% | -1% | 3 | 5 | ? | 0% | 18 | 1 | 0%
Cn1c(=O)cc(OCC(=O)N2CCC(N3CCCCC3)CC2)c2ccccc21 | 0.1% | -2% | -13% | 2% | -19 | -1 | ? | -19% | -7 | 0 | 7%
FC(F)(F)c1cccc(OCCOCCn2cncn2)c1 | -0.5% | -2% | 15% | -6% | 4 | 0 | 14% | 0% | -8 | 2 | -2%
CCOC(=O)C1=C(C)NC(=O)NC1c1cc2c(cc1Br)OCO2 (configuration not stated) | -1.3% | 2% | -4% | -2% | -2 | -2 | -3% | 2% | 13 | -10 | -17%
COc1ccc(OC)c(NC(=O)NNC(=O)c2cc3occc3[nH]2)c1 | -0.8% | -9% | ? | 1% | -7 | -14 | -7% | -5% | -4 | 0 | 12%
CC(=O)c1ccccc1C(=O)N(C)C1CCCN(Cc2ccccc2F)C1 (configuration not stated) | 0.6% | -1% | 4% | -1% | 0 | -3 | -11% | 0% | 10 | 1 | 3%[11.5 µM]
Cc1ccc(N(CCC#N)C(=O)COC(=O)c2cc(C)oc2C)cc1 | -0.3% | 0% | 8% | nt | 10 | -4 | 0% | 2% | -6 | nt | nt
CC1CCN(S(=O)(=O)c2ccc(S(=O)(=O)N3CCN4CCCC4C3)cc2)CC1 (configuration not stated) | -1.1% | -1% | -3% | 1% | nt | nt | -1% | nt | nt | -1 | -2%
Cc1ccc(-c2nc(CN(C)C)cc(CN(C)C)c2O)cc1 | 1.0% | 6% | -9% | -1% | -7 | 20 | ? | -7% | -15 | -2 | -12%
Nc1cc(S(=O)(=O)N2CCCCC2)ccc1N1CCCCC1 | -0.9% | 1% | 10% | nt | 13 | 6 | 0% | -11% | -1 | nt | nt
NC(=O)c1ccsc1NC(=O)CCS(=O)(=O)c1ccccc1 | -0.2% | 0% | 7% | 0% | -14 | -12 | 1% | -8% | -15 | 4 | 19%
O=C(NCC(=O)N1CCN(S(=O)(=O)c2ccccc2F)CC1)c1ccc2c(c1)OCO2 | 0.0% | 5% | -14% | nt | 18 | 3 | 17% | -3% | 14 | nt | nt
CCOC(=O)C1CCCN(C(=O)C2CCN(S(=O)(=O)c3c(C)noc3/C=C/c3ccccc3F)CC2)C1 (configuration not stated) | 0.1% | 0% | -1% | -4% | 24 | -1 | -10% | -17% | 10 | 0 | 0%[0.46 µM]
CCOC(=O)c1c(C)[nH]c(O)c1C=Nc1ccc(C(F)(F)F)cc1 | -0.3% | 2% | 5% | -3% | 1 | -13 | ? | -1% | -7 | -7 | -1%
CCCCOc1ccc(C2OC34CCCCC3C(C#N)(C#N)C2(C#N)C(=N)O4)cc1 (configuration not stated) | 0.2% | 13% | 10% | -3% | 3 | 3 | 5% | 3% | 10 | -4 | -1%
CN(C(=O)c1ccc(-c2nn(C)c(=O)c3ccccc23)cc1)C1CCCCC1 | -0.7% | -2% | 13% | -1% | -1 | -10 | ? | -13% | 3 | 4 | nt
O=C(c1ccc(OC2CCN(C/C=C/c3ccc(F)cc3)CC2)cc1)N1CCCCC1 | -0.3% | 1% | 2% | -10% | -73* | -15 | -26% | -7% | 1 | nt | -3%
CCn1c(SCC(=O)Nc2ccc(Cl)cc2)nc2nc3c(cc2c1=O)CCCC3 | 0.6% | -1% | -3% | 0% | 0 | 1 | -4% | 5% | 11 | 0 | -2%
Cc1onc(-c2ccccc2)c1-c1n[nH]c(=S)n1-c1ccccc1Cl | 0.3% | 1% | 13% | -4% | -4 | -7 | -5% | nt | 2 | 2 | -2%
O=C(N/C(=C\c1ccc(Br)cc1)C(=O)N1CCOCC1)c1ccco1 | -0.4% | 1% | 15% | -3% | 4 | 7 | 1% | -9% | 1 | 0 | nt
Cc1ccc(CNC(=O)C2CCCN2S(=O)(=O)c2ccc3c(c2)C(C)(C)C(=O)N3C)cc1 (configuration not stated) | 0.4% | 2% | 4% | nt | 3 | 27 | 4% | -26% | -10 | -1 | 2%
COc1ccc(C2CC(C)=NN2C=O)cc1OC (configuration not stated) | 0.2% | -1% | 17% | 2% | 1 | -1 | -7% | -3% | 15 | 3 | -5%

3 structures from above, arranged by formula weight, ascending.
SMILES | B2AR arrestin | USP2a block | Eya2 phos inh | GALK inh | KCNH2 3.1 block | hERG WT inh | Chronic BCR inh | uPA generation | Giardia kill | FBPA coupling cs | PKM2 act
CCOC(=O)c1c(C)[nH]c(O)c1C=Nc1ccc(C(F)(F)F)cc1 | -0.3% | 2% | 5% | -3% | 1 | -13 | ? | -1% | -7 | -7 | -1%
CCOC(=O)C1=C(C)NC(=O)NC1c1cc2c(cc1Br)OCO2 (configuration not stated) | -1.3% | 2% | -4% | -2% | -2 | -2 | -3% | 2% | 13 | -10 | -17%
Cc1ccc(CNC(=O)C2CCCN2S(=O)(=O)c2ccc3c(c2)C(C)(C)C(=O)N3C)cc1 (configuration not stated) | 0.4% | 2% | 4% | nt | 3 | 27 | 4% | -26% | -10 | -1 | 2%

Bioassay records from PubChem BioAssay.
